E coli RNAP: Escherichia coli RNA polymerase inhibition; E. coli RNA polymerase, fluorescence transcription assay; P0A8V2; inhibition, %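 (tested at 10 µM)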; actives 0.2% (n = 62,000); in the data active = inhibition above about 20%;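 note: 0% = enzyme without compound and 100% = no enzyme blank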
Hsp90 inh: displaces geldanamycin probe from tumor Hsp90; NCI-N417 lysate Hsp90, Cy3B-geldanamycin FP displacement; inhibition, % at 30 µM; actives 0.35% (n = 64,000);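 active = inhibition above 50%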;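 note: 0% = tracer plus lysate wells and 100% = tracer alone without lysate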
D1 mod: allosteric modulators of human D1 dopamine receptor; P21728; actives 5.9% (n = 58,000); AID 641; HEK293 D1, CRE-luciferase, dopamine EC30 potentiation; actives deviate in either direction; B-score at 10 µM;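 active = luminescence count or its row- and column-corrected plate score outside the 99.7% band of the plate's sample wells, on either side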
M1 agonist: activates the M1 muscarinic receptor. CHO-M1 cells, Fluo-4 calcium fluorescence, agonist mode; stronger effect = higher value. B-score at 10 µM. actives 3% (n = 64,000);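 active = fluorescence rise, raw or as B-score row- and column-corrected plate score, outside the 99.7% band of its plate's samples, either direction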
HTR1A agonist: 5-HT1a (human) receptor agonism; activation, % at 10 µM; P08908; actives 0.56% (n = 65,000); CHO 5-HT1a Ga15 NFAT-bla reporter, FRET ratio; 0% basal, 100% maximal reference agonist;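 active = activation above the screen-wide mean activation plus 3 SD, cut at about 19% in these data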;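 note: 0% = DMSO wells and 100% = 5-CT at EC100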
NADH enzymes: blocks coupling enzymes of NAD/NADH assays | coupled PK/LDH NADH assays, four targets | IC50, µM (series often up to 10 µM), inactives show at the highest dose inhibition | actives 0.02% (n = 65,000) | AID 774;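 active = single-dose screening hits from any of four coupled enzyme assays that gave an IC50 when retested across doses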;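 note: the DPM-DC format reads NADH fluorescence rather than 340 nm absorbance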
M1 antag: blocks the rat M1 muscarinic receptor response to acetylcholine; P08482; CHO-M1 cells, Fluo-4 calcium, ACh EC80 antagonist mode; stronger effect = lower value; actives 3.4% (n = 64,000); AID 628; B-score at 10 µM;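 active = calcium fluorescence response, raw or row-and-column corrected B-score, differing from the plate sample mean either way at a set confidence level, mostly lower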
Fluor 339 460: intrinsic fluorescence of library compounds, ex339/em460 – biochemical, MLSMR library, data from DPM-DC assay, artefact control, profiling panel. compound autofluorescence, ex339/em460 nm, NADH buffer; stronger effect = higher value; 1 = no-compound wells, NADH background. fluorescence fold increase at 10 µM. actives 5.5% (n = 65,000);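 active = at 10 µM, mean starting fluorescence two-fold or more over control wells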;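 note: signal is the first read of a kinetic run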
HER2 expr 66K: Her2 kinase expression inhibition. P04626. SKBR-3 HER2 protein level, AlphaScreen, 18-24 h; stronger effect = lower value. HER2 level % of control, % at 10 µM. actives 0.69% (n = 65,000);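 active = HER2 level under 5% of the carrier-only control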;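 note: 100% = DMSO carrier and 0% = 500 nM PU-H71 HSP90 inhibitor; lower value means stronger loss of Her2 protein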
Target sequence (P04626 whole entry, looked up): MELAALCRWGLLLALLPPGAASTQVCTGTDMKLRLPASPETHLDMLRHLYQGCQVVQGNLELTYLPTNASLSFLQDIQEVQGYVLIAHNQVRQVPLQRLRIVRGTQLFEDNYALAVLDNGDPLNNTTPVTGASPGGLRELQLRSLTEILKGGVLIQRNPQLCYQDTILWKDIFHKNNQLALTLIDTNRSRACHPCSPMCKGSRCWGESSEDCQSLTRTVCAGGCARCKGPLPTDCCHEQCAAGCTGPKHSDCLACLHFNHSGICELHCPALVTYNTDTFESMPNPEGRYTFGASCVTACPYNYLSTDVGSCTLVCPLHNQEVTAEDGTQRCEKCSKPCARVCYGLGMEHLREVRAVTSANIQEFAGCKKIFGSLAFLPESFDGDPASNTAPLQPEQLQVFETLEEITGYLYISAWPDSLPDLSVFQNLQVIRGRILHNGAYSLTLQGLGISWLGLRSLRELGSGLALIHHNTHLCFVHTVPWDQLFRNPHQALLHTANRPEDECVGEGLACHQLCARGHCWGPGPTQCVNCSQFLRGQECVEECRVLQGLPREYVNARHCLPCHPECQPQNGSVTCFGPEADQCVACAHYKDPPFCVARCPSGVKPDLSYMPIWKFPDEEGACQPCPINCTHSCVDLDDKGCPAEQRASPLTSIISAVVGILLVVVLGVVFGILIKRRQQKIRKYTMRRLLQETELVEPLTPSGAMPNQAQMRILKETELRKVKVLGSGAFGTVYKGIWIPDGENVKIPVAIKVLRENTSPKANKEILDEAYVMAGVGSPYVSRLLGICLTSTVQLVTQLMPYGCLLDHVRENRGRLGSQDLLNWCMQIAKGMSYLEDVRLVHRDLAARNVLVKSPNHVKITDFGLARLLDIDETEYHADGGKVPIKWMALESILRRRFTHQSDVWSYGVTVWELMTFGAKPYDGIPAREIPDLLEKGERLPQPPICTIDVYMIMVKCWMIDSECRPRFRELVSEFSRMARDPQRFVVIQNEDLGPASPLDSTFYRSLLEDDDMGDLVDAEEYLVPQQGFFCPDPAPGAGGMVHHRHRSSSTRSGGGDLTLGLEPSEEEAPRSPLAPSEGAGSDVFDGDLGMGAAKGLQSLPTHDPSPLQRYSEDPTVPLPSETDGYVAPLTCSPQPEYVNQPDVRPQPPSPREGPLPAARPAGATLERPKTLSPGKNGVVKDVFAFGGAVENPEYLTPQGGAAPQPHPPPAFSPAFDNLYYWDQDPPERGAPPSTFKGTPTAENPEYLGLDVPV
* = called active by the depositor; . = not tested or not shown; [ ] = another dose, or the depositor's remark.

SMILES	E coli RNAP	Hsp90 inh	D1 mod	M1 agonist	HTR1A agonist	NADH enzymes	M1 antag	Fluor 339 460	HER2 expr 66K
O=C(C1CCN(C2CC(=O)N(c3ccc(F)cc3)C2=O)CC1)N1CCOCC1 (centres undefined)	8	-1	-0.59	-0.21	-3.6	3%	0.19	1	87
OC(CN1CCN(c2ccccc2)CC1)c1ccc2c(c1)CCN2 (centres undefined)	2	3	-3*	0.68	6.7	1%	-0.08	1.1	88
COc1ccc(C2C(C(C)=O)=C(O)C(=O)N2C)c(OC)c1 (centres undefined)	9	-3	0.27	-0.015	-1.4	1%	0.028	1	91
O=C(NC1CCCCC1)C(c1ccco1)N(Cc1cccnc1)C(=O)C1COc2ccccc2O1 (centres undefined)	-1	0	-0.43	0.79	2.9	3%	-1.5	1	97
Cn1c(=O)[nH]c(=O)c2c1nc1n2CCCN1CCc1ccccc1	11	-6	-0.46	0.25	0.4	6%	0.96	1.1	71
Cc1cc(N)ccc1NC(=O)c1ccccc1	6	0	-0.79	-0.088	-1.8	4%	0.072	1.1	99
CCN1CCN(c2nc3c(C)cccn3c(=O)c2/C=C(\C#N)S(=O)(=O)c2ccccc2)CC1	4	-5	-1	8.9*	-1.4	3%	-3	1.1	103
CN(C)c1nc(N2CCCCC2)nc(N2CCCCC2)n1	1	2	.	0.82	-0.7	12%	0.54	1.1	97
c1nc(COc2nsnc2N2CCOCC2)cs1	9	-3	1.6	0.28	-4.7	5%	-0.089	1.1	86
O=C(O)CC(C(=O)O)c1cn(Cc2ccccc2)c2ccccc12 (centres undefined)	8	-10	0.19	-0.33	-2.4	5%	0.32	1.1	88
CN(CCNC(=O)c1cc2c(=O)n(C)c3ccccc3c2n1C)Cc1ccccc1	12	-2	0.32	0.56	-0.7	13%	-3.8*	1.8	53
C=CCNc1nc(N(c2ccccc2)c2ccccc2)nc(-n2ccnc2)n1	-1	2	1.4	0.59	1.8	8%	-0.13	1.1	106
CC1CCCC(NC(=O)Cn2cc3c(n2)CCCCC3)C1C (centres undefined)	3	0	.	1.4	-0.9	4%	0.81	1.1	110
CCOC(=O)CC(=O)Nc1nc2ccccc2s1	4	-1	1.1	.	-4.6	3%	.	1	102
CCCCOc1ccc(OC(=O)c2cccnc2)cc1	5	1	.	0.23	-3.8	8%	-0.086	1.1	80
COc1cc(C)c(S(=O)(=O)Nc2ccc(CC(=O)O)cc2)cc1C	6	-2	0.31	0.17	-3.6	6%	0.89	1	126
CN(C)c1nc(SCCOC(=O)Nc2ccccc2)nc(N(C)C)n1	6	-1	0.63	-0.19	4.8	4%	-0.83	1.1	114
COc1ccc(-c2cc(CCCC(=O)NCc3ccccn3)no2)cc1	6	-3	-1.2	-1.6	-0.6	3%	0.32	1	101
O=C(CCc1nc2ccccc2[nH]1)Nc1ccc(F)cc1	8	-11	-0.7	-0.84	-1.1	4%	0.089	1.1	85
COCCN1C=C(C(=O)OC)C(c2ccc(OC)c(OC)c2)C(C(=O)OC)=C1	2	-6	-0.41	0.11	4.0	11%[fluoresces]	0.46	2.2*	82
CCN(CC)C(=O)c1ccc(C)c(Br)c1	4	-3	0.0033	0.2	-1.9	3%	0.027	1.1	106
O=C1NCC2=C1C(c1ccc(Br)cc1)Nc1ccccc1N2 (centres undefined)	2	.	-0.76	0.0026	.	4%	2.8	1.1	99
O=c1c2[nH]c3ccccc3c2ncn1C1CCCCC1	7	0	-0.69	-0.68	-1.2	6%	0.32	1.4	82
N#Cc1nc(COc2ccc(Br)cc2)oc1N1CCCC1	14	1	0.48	0.62	0.1	4%	0.0015	0.99	128
Cn1c(=O)[nH]c(=O)c2c1nc(CN(Cc1ccccc1)Cc1ccccc1)n2CCN1CCOCC1	-1	-3	.	0.22	1.3	0%	0.014	1.1	88
CC1CC(=O)C2=C(C1)Nc1ncnn1C2c1ccccc1 (centres undefined)	8	2	.	0.66	-4.2	8%	0.92	1.2	92
Cn1c(=O)c2[nH]c(CNCc3ccccc3Cl)nc2n(C)c1=O	.	-2	0.099	-1.5	0.0	6%	0.96	1	76
NC(=O)c1ccc(-n2nnnc2SCc2ccccc2)cc1	11	0	1.9	0.035	0.2	4%	-1.2	1.1	96
CCOC(=O)N1CCN(C(=O)COc2cc(=O)n(CC)c3ccccc23)CC1	9	2	.	0.52	-2.0	7%	-0.18	1.1	112
CCS(=O)(=O)NCCc1ccc(OC)c(OC)c1	12	-11	0.86	0.27	0.2	9%	0.54	1.1	90
O=C1CCC(=O)N1c1cccc(-c2nc3ccccc3o2)c1	1	3	.	1.3	-0.2	11%	0.33	0.88	91
N#Cc1c(N)nc(SCC(=O)OCc2ccccc2)c(C#N)c1-c1ccco1	-7	-6	0.89	-0.017	1.7	5%	0.011	1.5	60
CC(C)C(=O)NC(C)C(c1cccs1)N1CCN(C)CC1 (centres undefined)	2	1	-0.25	-0.02	-0.7	5%	0.52	1	69
COc1nc(N)nc(NC23CC4CC(CC(C4)C2)C3)n1	6	2	2.2	-0.71	-4.7	1%	1.1	1.1	55
Cc1cc(C(=O)N(C)CC(=O)Nc2ccccc2C(F)(F)F)c(C)o1	1	.	-0.25	-0.059	0.8	1%	0.43	1.1	69
O=C(Cn1c(C(=O)NCCCN2CCOCC2)cc2sccc21)c1ccccc1	5	-5	.	-0.036	1.7	7%	-1.5	1.1	95
CCCCC(=O)Nc1cccc(NC(=O)c2ccc(Br)o2)c1	-4	1	-0.31	-0.17	-1.9	2%	-0.99	1.1	82
CCOc1ccc(-c2nnc3sc(-c4ccccc4OC)nn23)cc1	3	2	.	-0.81	0.9	2%	-0.49	1.1	104
Cc1cc(NC(=O)CSc2ccc3nnc(-c4cccnc4)n3n2)no1	-4	-2	0.52	1.3	-2.4	5%	-0.083	1.6	110
NS(=O)(=O)c1ccc(CCNC(=O)C2CCCN2C(=O)OCc2ccccc2)cc1 (centres undefined)	.	3	-0.4	-0.0068	-1.8	6%	1.1	1.1	94
Clc1ccc(CN2C3=NCCN3c3ccccc32)cc1Cl	10	-2	-1.5	-1.5	-0.6	6%	-3.2*	1.1	83
C=C(C)CN(CC)CCC(=O)Nc1ccc(OC)cc1OC	7	-2	-0.76	-0.55	2.4	3%	-0.13	1.1	95
CCC(Oc1ccc2c(c1)C(=O)CC(C)(C)O2)C(=O)NCCN1CCCCCC1 (centres undefined)	-3	-3	-0.91	0.14	-0.9	17%[fluoresces]	-0.38	5*	71
N#Cc1ccc2ccn(CC(=O)NC3CCCCCC3)c2c1	-1	-7	0.41	-0.23	-2.8	5%	0.18	1.6	109
CC1Cc2ccccc2N1C(=O)c1cnc2n(c1=O)CCS2 (centres undefined)	-1	-3	0.27	-1.1	-1.3	3%	0.3	1.1	103
COC(=O)c1ccc(Oc2nc(NC(C)C)nc(SC)n2)cc1	0	-1	1.6	0.22	-0.1	8%	-0.87	1.1	99
Cn1c(=O)c2c(nc(OCc3cccnc3)n2Cc2ccccc2)n(C)c1=O	9	0	.	1.6	2.3	3%	-0.09	1.1	92
CCN(CC)CCCNC(=O)C1c2ccccc2C(=O)N(C)C1c1ccc(OC)cc1 (centres undefined)	5	.	-0.57	0.83	-0.8	3%	-0.35	1.1	68
Cc1ccc(-n2nnnc2SCC(=O)c2cc(C)n(-c3cc(C)on3)c2C)c(C)c1	7	-5	0.077	-0.3	-0.4	3%	-0.36	1.1	81
Cc1cc(=O)n(CCO)c(O)c1C#N	-11	3	0.11	-0.42	-2.0	11%	-0.02	1.1	104
Remaining list, next part
SMILES	E coli RNAP	Hsp90 inh	D1 mod	M1 agonist	HTR1A agonist	NADH enzymes	M1 antag	Fluor 339 460	HER2 expr 66K
CCOc1ccc(CCNC(=O)C2CCCN(c3nn4c(=O)cc(C)nc4s3)C2)cc1OCC (centres undefined)	2	-1	-0.031	0.11	0.5	5%	1.4	1.1	82
O=C(Oc1ccc(-c2nnco2)cc1)N1CCOCC1	.	-4	0.068	-0.32	-2.8	6%	0.61	1.1	54
Cc1ccc(OCC(=O)N2CCN(C(=O)c3cccs3)CC2)cc1	11	-5	-1.2	0	0.5	2%	0.84	1.1	72
COc1ccc(F)cc1CN1CCN(c2cc(C)nc3c4c(C)cc(C)nc4nn23)CC1	.	-3	-0.1	3.5*	1.8	4%[fluoresces]	-0.92	3.9*	79
CCOc1cc(CNC(=O)CN2C(=O)c3ccccc3S2(=O)=O)ccc1OC	0	.	0.009	-0.92	-1.8	1%	0.074	1.1	72
COc1ccc(C2C(C#N)=C(N)Oc3cc(O)ccc32)cc1OC (centres undefined)	.	-7	1.2	-0.38	0.5	3%	0.23	1.1	99
N#Cc1c(N)nc(SCc2ccncc2)c(C#N)c1-c1cccs1	12	-4	6.5*	-1.2	0.7	6%	-0.059	1.1	60
O=C(O)C1C2CCC(C2)C1C(=O)Nc1nc2ccccc2s1 (centres undefined)	9	-3	-0.5	-1	-1.9	3%	-0.36	1.1	108
CCCn1c(SCC(=O)N2CCN(c3ccccc3)CC2)nc2ccccc2c1=O	4	0	-1.1	0.91	3.6	4%	1.9*	1.1	90
CC(C)(/C=N/O)/[N+]([O-])=C/c1ccco1	8	-2	-0.058	0.09	-2.3	7%	0.051	0.86	111
COc1ccc2nc(Nc3nc(C)c(CCC(C)C)c(=O)[nH]3)nc(C)c2c1	3	4	-0.84	-0.63	-1.4	6%	-0.26	1.1	117
COC(=O)c1sc(=S)n(-c2ccccc2)c1N	8	2	0.019	0.5	-1.6	7%	0.34	1	150
CC1CN(c2oc(-c3ccccc3Cl)nc2C#N)CC(C)O1 (centres undefined)	6	-1	0.26	-0.14	4.9	8%	-0.55	1.8	91
COc1ccccc1NC(=O)Oc1ccc(NC(=O)c2ccco2)cc1	9	4	0.085	-0.00085	-3.7	0%	-0.72	1.1	103
CCc1nc2ccccc2n(CCOCCOCCn2c(=O)c(CC)nc3ccccc32)c1=O	.	-4	2.1	0.71	-4.3	8%	0.44	1.9	92
CC(=O)c1ccc(NC(=O)C2CCCN2S(=O)(=O)c2ccc(C)cc2)cc1 (centres undefined)	6	-1	0.78	-0.91	-1.8	2%	-0.61	1	100
Cc1cccn2c(=O)c3cc(C#N)c(=NC(=O)c4ccc5c(c4)OCO5)n(CC(C)C)c3nc12	3	-6	-0.11	-0.54	1.1	19%	-0.35	2.5*	32
CCOC(=O)c1cc2sccc2n1Cc1ccccc1	0	-4	0.94	1.3	1.7	2%	0.68	1	90
COc1cc(NC(=O)c2c(F)cccc2F)nc(OC)n1	9	-3	.	.	-2.3	4%	.	1.1	83
CC1(CCC#N)N=C(SCCC#N)N(c2ccccc2)C1=O (centres undefined)	5	-1	-0.22	0.16	-0.8	4%	0.83	1.1	68
c1cncc(-c2nc(-c3ccco3)cs2)c1	5	-5	1.1	0.14	-2.4	4%	-0.013	1.7	85
O=C(Cn1cc2c(n1)CCCC2)Nc1cc(-c2cccc(Cl)c2)no1	10	-2	0.037	0.44	-0.3	1%	0.32	1.1	100

Screens: PubChem BioAssay, several laboratories
